High-throughput results as filed in PubChem BioAssay.
KKLEB tox: cytotoxicity in KKLEB CF airway cells, primary screen, cytotoxicity control for CF NF-kB inhibitor project, cell-based, uHTS, fluorescence assay plates | AID 602141, 2011 | activity change (cytotoxicity), % at 5 µM | 0.36% of 360,000 active | KKLEB CF airway cells viability, ATPlite luminescence, overnight; hits give low values; cells stimulated with P. aeruginosa culture filtrate;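 active = corrected activity change at or below -50% at 5 µM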
NR5A2 inv ag: LRH-1 (NR5A2) inverse agonists, primary screen, cell-based, luminescence, HEK293T, StAR-luciferase reporter; Nuclear receptor subfamily 5 group A member 2 (Homo sapiens), O00482; LRH-1 transfected, 24 h; inhibition, % at 3.6 µM; 0.13% of 360,000 active; AID 602396, 2012;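 active = inhibition above the mean inhibition of all tested compounds plus 3 SD, cut at about 73% in these data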;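 also: 0% = DMSO wells and 100% = reporter-only cells lacking LRH-1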
CF NFkB block: inhibitors of PAF-induced NF-kB signaling, primary screen, cell-based, GFP fluorescence, uHTS | inhibition, % at 5 µM | KKLEB NF-kB-GFP reporter, GFP fluorescence overnight | AID 588850, 2011 | 0.86% of 360,000 active;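 active = at least 50% inhibition at 5 µM, scaled per plate between neutral and stimulator controls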;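 also: PAF is a Pseudomonas aeruginosa culture filtrate used as stimulus; plate controls were PAF-stimulated DMSO wells for no effect and unstimulated DMSO wells for full effect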
TWEAK-Fn14 inh: inhibitors of TWEAK-Fn14 signaling, primary screen, luciferase reporter cells, uHTS | TWEAK-stimulated Fn14 reporter cells, luciferase luminescence, 8 h | inhibition, % at 10 µM | 2% of 360,000 active; in the data active = inhibition above about 50%
COUP-TFII inh: NR2F2 transcriptional activity inhibitors, primary screen, cell-based, luciferase reporter, HEK293T, luminescence; HEK293T NGFI-A luciferase reporter; 0.7% of 370,000 active; AID 686940, 2013; COUP transcription factor 2 (Homo sapiens), P24468; inhibition, % at 8.6 µM;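 active = inhibition above a per-plate cutoff, mean inhibition of test wells between control levels plus 3 SD, cut at about 38% in these data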;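 also: cells cotransfected with COUP-TFII expression vector driving the NGFI-A reporter; 0% = median of COUP-TF2 test wells and 100% = reporter-only cells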
SRC2 inh: inhibition of GAL4-SRC2 driven luciferase reporter, primary screen, SRC2 inhibitor project, cell-based, luminescence | AID 651957, 2012 | Nuclear receptor coactivator 2 (Homo sapiens), Q15596 | 0.17% of 370,000 active | HEK293 GAL4-SRC2 luciferase reporter | inhibition, % at 9 µM;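 active = inhibition above the mean inhibition of all tested compounds plus 3 SD, set per campaign, cut at about 52% in these data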;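 also: 0% = DMSO treated cells and 100% = cells given Gossypol at 36 µM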
Target sequence (Q15596 whole entry, looked up, the tested form may be a part): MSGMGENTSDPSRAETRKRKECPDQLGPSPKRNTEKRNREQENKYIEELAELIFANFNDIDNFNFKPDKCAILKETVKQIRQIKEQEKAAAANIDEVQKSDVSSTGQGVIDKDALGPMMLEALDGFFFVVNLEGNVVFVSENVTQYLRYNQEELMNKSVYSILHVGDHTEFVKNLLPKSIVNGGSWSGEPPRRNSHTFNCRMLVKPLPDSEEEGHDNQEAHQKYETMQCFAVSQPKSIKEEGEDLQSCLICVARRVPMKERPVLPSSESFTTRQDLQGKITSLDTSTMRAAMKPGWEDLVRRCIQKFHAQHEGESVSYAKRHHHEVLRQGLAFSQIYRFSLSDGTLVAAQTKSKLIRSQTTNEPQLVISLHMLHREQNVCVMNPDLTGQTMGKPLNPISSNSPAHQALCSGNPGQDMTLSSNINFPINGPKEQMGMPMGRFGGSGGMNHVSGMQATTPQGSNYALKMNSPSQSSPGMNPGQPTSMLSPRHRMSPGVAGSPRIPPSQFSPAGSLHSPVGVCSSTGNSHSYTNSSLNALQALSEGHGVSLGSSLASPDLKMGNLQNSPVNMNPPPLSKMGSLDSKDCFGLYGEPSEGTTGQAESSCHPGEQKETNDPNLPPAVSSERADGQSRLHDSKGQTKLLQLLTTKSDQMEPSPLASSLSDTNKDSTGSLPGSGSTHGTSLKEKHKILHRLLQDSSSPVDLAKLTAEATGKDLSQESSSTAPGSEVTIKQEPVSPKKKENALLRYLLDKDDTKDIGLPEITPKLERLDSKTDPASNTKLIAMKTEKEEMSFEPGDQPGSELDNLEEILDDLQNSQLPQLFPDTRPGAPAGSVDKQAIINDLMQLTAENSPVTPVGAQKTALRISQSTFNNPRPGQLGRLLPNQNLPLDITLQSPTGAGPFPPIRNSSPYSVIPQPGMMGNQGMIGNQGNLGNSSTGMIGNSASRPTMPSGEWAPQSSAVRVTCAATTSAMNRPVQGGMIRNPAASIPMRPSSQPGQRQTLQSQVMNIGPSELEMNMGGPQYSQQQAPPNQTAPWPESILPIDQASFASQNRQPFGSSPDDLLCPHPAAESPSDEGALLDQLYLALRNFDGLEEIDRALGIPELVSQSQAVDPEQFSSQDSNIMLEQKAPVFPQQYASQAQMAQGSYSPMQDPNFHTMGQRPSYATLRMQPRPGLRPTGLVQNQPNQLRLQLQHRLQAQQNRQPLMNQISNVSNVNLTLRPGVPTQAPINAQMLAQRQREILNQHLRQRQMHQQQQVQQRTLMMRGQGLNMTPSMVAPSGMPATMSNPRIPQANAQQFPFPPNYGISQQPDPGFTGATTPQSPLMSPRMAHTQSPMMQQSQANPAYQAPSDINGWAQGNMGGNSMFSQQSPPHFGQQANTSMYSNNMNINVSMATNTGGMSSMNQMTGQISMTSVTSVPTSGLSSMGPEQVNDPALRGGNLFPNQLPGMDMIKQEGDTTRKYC
TROY NFkB inh: inhibitors of TROY-driven NF-kB signaling, primary screen, Q293 LMP1-TROYcd cells, NF-kB luciferase, uHTS | Q293 LMP1-TROYcd NF-kB luciferase reporter, 4 h | inhibition, % at 10 µM | 0.98% of 360,000 active;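 active = compounds whose plate-normalised and pattern-corrected inhibition of the luciferase reporter signal at the single screening dose is 50% or more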
SRC3 inh: SRC3 coactivator transcriptional activity inhibitors, primary screen, cell-based, luminescence | Nuclear receptor coactivator 3 (Homo sapiens), Q9Y6Q9 | HEK293 GAL4-SRC3 luciferase reporter | inhibition, % at 3.6 µM | 0.17% of 360,000 active | AID 588352, 2011;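 active = inhibition above a per-campaign cutoff, the mean of all compounds plus 3 SD, cut at about 60% in these data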;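 also: 0% = DMSO-treated cells and 100% = gossypol-treated cells at 36 µM; higher means less SRC3-driven luciferase light from the GAL4 reporter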
SRC1 inh: SRC1 coactivator transcriptional activity inhibitors, primary screen, cell-based, luminescence | inhibition, % at 3.6 µM | Nuclear receptor coactivator 1 (Homo sapiens), Q15788 | 0.12% of 360,000 active | HEK293 GAL4-SRC1 luciferase reporter;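 active = inhibition above the campaign mean plus 3 SD, with each screening campaign given its own cutoff, cut at about 60% in these data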;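 also: 0% = DMSO treated cells and 100% = gossypol at 36 µM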
LMP1 NFkB inh: EBV LMP1-driven NF-kappaB luciferase reporter inhibitors, primary screen, cell-based, luminescence, single point; LMP1-induced NF-kappaB luciferase reporter cells; inhibition, % at 12.5 µM; 0.69% of 350,000 active; AID 504558, 2011; in the data active = inhibition above about 41%;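 also: 0% = neutral control wells and 100% = reference inhibitor control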
C8 TRAIL sens: viability loss with TRAIL in NB7+C8 cells, primary screen, TRAIL sensitizer project, cell-based, ATPlite luminescence. inhibition (viability loss, TRAIL sensitization), % at 10 µM. 1% of 360,000 active. AID 624354, 2012;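 active = compounds causing at least 50% loss of cell viability in the single-dose screen, relative to plate controls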
The depositor's hits bear a star; . = not tested or not shown.

compound | KKLEB tox | NR5A2 inv ag | CF NFkB block | TWEAK-Fn14 inh | COUP-TFII inh | SRC2 inh | TROY NFkB inh | SRC3 inh | SRC1 inh | LMP1 NFkB inh | C8 TRAIL sens
Cc1nc2cc(NC(=O)NCCCO)ccc2o1 | 7 | 5 | -26 | 0 | 4 | -14 | -15 | -2 | -13 | -6 | 1
CSc1ccc(Cl)c(C(=O)OCC(=O)N(C)CCC#N)c1 | 1 | -8 | 0 | 18 | 5 | -13 | 3 | 18 | -10 | 5 | -5
CC1CCCC(NC(=O)c2ccc3c(=O)n(CC4CCCO4)c(=O)[nH]c3c2)C1C (stereo not drawn) | -6 | 3 | -8 | 30 | -1 | -8 | 8 | 4 | -8 | -2 | -11
CCOC(=O)c1c(C)[nH]c(C(=O)COC(=O)c2c(CC)noc2C)c1C | -3 | -8 | 16 | -11 | 17 | -9 | 10 | 11 | -10 | 27 | 16
O=C(Cn1c(=O)n(Cc2ccco2)c(=O)c2c3c(sc21)CCCCC3)c1ccccc1 | -5 | -10 | 23 | 17 | . | . | -41 | -19 | -3 | -12 | 2
Cc1occc1C(=O)Nc1cccc2ccccc12 | 11 | -116 | -8 | -6 | -37 | -17 | -3 | -87 | -175 | -29 | 12
Cc1cc(NC(=O)c2cncc(Br)c2)no1 | 2 | -6 | 9 | -5 | 2 | 21 | 0 | 7 | -10 | -3 | 1
O=C(Nc1ccc2c(c1)OCCO2)c1cccc(Cl)c1Cl | -3 | -134 | -3 | -7 | -37 | -78 | -41 | -109 | -79 | -27 | 7
CCOc1ccc(CNC(=O)CCSCc2ccccc2F)cc1OC | 6 | -18 | 8 | 29 | -3 | -14 | 7 | 15 | -28 | 10 | -6
CN1C(=O)c2cccc(NCCCN3C(=O)c4ccccc4C3=O)c2C1=O | -11 | -10 | -3 | -12 | -12 | 0 | -13 | 11 | 3 | -12 | -10
Cc1noc(NS(=O)(=O)c2ccc(NC(=O)c3cc(S(=O)(=O)Nc4ccc(F)cc4)ccc3Cl)cc2)c1C | 13 | 11 | 3 | 4 | -3 | 1 | -2 | -4 | -15 | 6 | 14
COc1ccc2oc(=O)c(C(=O)N3CCCc4ccccc43)cc2c1 | 5 | -19 | 11 | 11 | -6 | 7 | -1 | 13 | 14 | -2 | 12
c1csc(Cc2nn3c(-c4ccncc4)nnc3s2)c1 | 5 | 8 | 50* | 10 | 22 | 29 | 19 | 37 | 22 | 10 | 27
O=C(Cn1nnc(-c2ccc(Cl)cc2)n1)NCC1CCCCC1 | -3 | -15 | 10 | -12 | 8 | -11 | -7 | 2 | 1 | 0 | -15
COc1ccc(CN2C(=O)c3ccccc3C2=O)cc1C(=O)N(C)CC(=O)Nc1ccc(C)cc1 | 3 | 16 | -22 | -10 | -7 | -5 | -1 | 5 | -30 | 5 | -14
Cc1ccc(S(=O)(=O)N2CCOCC2)cc1C(=O)NCC1CCCCC1 | -2 | -6 | 20 | 0 | -2 | -1 | -5 | -8 | 8 | -68 | 6
Cc1occc1C(=O)Nc1ccc2c(c1)OCCO2 | -4 | -163 | -6 | 32 | -37 | -56 | 29 | -56 | -62 | 6 | 6
O=C(NCC(c1ccco1)N1CCCCC1)c1ccc(COc2ccc(Cl)cc2)cc1 (stereo not drawn) | -1 | 8 | 21 | -4 | 19 | -4 | -2 | 7 | -13 | 6 | 22
COc1ccc(NC(=O)COC(=O)Cn2cnc3ccccc32)cc1 | -7 | 7 | 16 | 8 | 5 | -23 | 2 | 21 | -9 | 1 | 0
COc1cc(OC)c(OC)cc1/C=N/N(C)c1ccccc1 | -1 | -1 | -2 | -13 | -2 | 5 | -14 | 5 | 10 | 5 | 8
Cc1cc(C)n(C(=O)CNC(=O)c2cccc(Br)c2)n1 | 0 | 19 | 2 | 0 | 5 | -10 | -23 | 10 | -4 | 1 | 3
Nc1ccc(S(=O)(=O)NC(Cc2ccccc2)C(=O)O)cc1 (stereo not drawn) | 2 | 19 | -13 | 12 | 16 | -30 | 8 | -14 | -3 | 1 | -8
CCOC(=O)c1c(C)[nH]c(C(=O)COC(=O)Cn2cc(C(F)(F)F)ccc2=O)c1C | 4 | -5 | 14 | 14 | 10 | 4 | -5 | 11 | -4 | 4 | -3
Cc1cccc(NS(=O)(=O)c2ccc(C(=O)NCCCN3CCCC3=O)cc2)c1C | 2 | 25 | 18 | -1 | 17 | 30 | 6 | 17 | -13 | 6 | -5
COc1ccnc(CSC(N)=Nc2cccc(C(F)(F)F)c2)c1 | 0 | -28 | 11 | -15 | -4 | -13 | -55 | 9 | 4 | -1 | -2
COc1cc(/C=N/NC(=O)c2nonc2N)cc(OC)c1OC | 1 | -14 | 3 | -1 | -5 | -16 | -3 | 10 | -22 | -2 | 4
CCCCNC(=O)COC(=O)c1ccc(Cl)c(S(N)(=O)=O)c1 | -7 | -4 | 3 | -13 | 4 | 2 | 4 | -4 | -21 | 5 | -14
COCCn1c(C)cc(C(=O)CSc2nnnn2C2CCCC2)c1C | -6 | 24 | -14 | 75* | 59* | 39 | 14 | 34 | 43 | 70* | 23
COc1ccc(-c2noc(-c3csc([C@@H]4C[C@H](O)[C@@H](CO)O4)n3)n2)cc1OC | 5 | -48 | -39 | -12 | -23 | -40 | -40 | -50 | -50 | . | 17
CC(C)(C)OC(=O)NCCCCCO | -3 | -3 | 3 | 0 | 1 | -28 | -7 | 2 | 1 | -1 | 0
Cc1ccc(S(=O)(=O)N2CCN(C(=O)C3CCN(C(=O)c4ccccc4C)CC3)CC2)cc1C | -7 | 14 | -5 | 9 | 15 | 7 | -14 | 6 | -8 | -6 | 5
Cc1ccc(SC/C(O)=C(\C#N)c2nc3ccccc3n2C)cc1 | -6 | 3 | 2 | -29 | -5 | 3 | -47 | -25 | -24 | -19 | -13
O=C(CCSCCc1ccccn1)Nc1ccc(Br)cn1 | -19 | -27 | 7 | 0 | -9 | -15 | 3 | -5 | 13 | -14 | -7
COc1ccc(N(C(C)C(=O)N(C)Cc2ccccc2)S(C)(=O)=O)cc1 (stereo not drawn) | -12 | -1 | 12 | 19 | -2 | -10 | 22 | 16 | 20 | 4 | -4
COc1ccccc1CNC(=O)CN1C(=O)NC2(CCCCCCC2)C1=O | 2 | 7 | 8 | -8 | 3 | -4 | 2 | -5 | -29 | 4 | -4
COc1ccc2oc(C(=O)OCC(=O)Nc3ccccc3)c(C)c2c1 | -3 | -10 | 8 | -3 | 6 | -52 | -25 | -1 | -49 | -3 | 12
CC(C)CC(=O)NS(=O)(=O)c1ccc(N)cc1 | 5 | -6 | 6 | 8 | 6 | -13 | 23 | -1 | -9 | -2 | -15
CCOC(=O)N1CCN(C(=O)CCN2C(=O)/C(=C\c3ccc(OC)c(OC)c3)SC2=S)CC1 | 4 | 6 | -2 | 28 | 1 | -25 | 17 | -7 | -37 | 6 | 2
COc1ccc(C(=O)NCC(=O)N2CCN(C(=O)c3ccco3)CC2)cc1 | 19 | -7 | -23 | 2 | 25 | 13 | 25 | 0 | -5 | -1 | -11
O=C(CSc1ccccc1)Nc1ccc2c(c1)OCCO2 | -12 | -148 | -4 | 26 | -41 | -68 | -50 | -90 | -95 | 16 | 40
COc1ccc(CCNC(=O)CNC(=O)c2ccccc2Br)cc1OC | 3 | -6 | 8 | 16 | -10 | 0 | -19 | -14 | 5 | 3 | -8
Cc1cc(CNCc2c(C(=O)N3CCCCCCC3)nc3ccc(Cl)cn23)nn1C | -20 | 0 | 0 | 1 | 1 | 12 | 4 | 11 | -12 | -4 | -4
O=C1NCCN1C(=O)C12CC3CC(CC(C3)C1)C2 | -5 | 0 | -6 | -3 | -15 | -19 | 2 | 32 | 6 | 7 | -9
CC(C)CC(=O)NCCNC(=O)c1cc(OCC(F)(F)F)ccc1OCC(F)(F)F | 13 | 4 | -2 | 76* | -9 | -5 | . | 3 | 6 | 6 | -1
O=C(COc1ccccc1)NCCn1ccc2ccccc21 | 4 | -20 | -10 | -29 | -2 | -2 | 23 | 2 | 4 | -10 | -15
CCOc1cc(N2CCOCC2)c(OCC)cc1NC(=O)c1cccc(S(=O)(=O)N2CCOCC2)c1 | 1 | 5 | -1 | -5 | 14 | -2 | -12 | -6 | -8 | -9 | 4
CC(=O)Nc1ccc(C(=O)OCc2ccccc2Cl)cc1 | -2 | -24 | -16 | -30 | -27 | -23 | -55 | -18 | -41 | -5 | -5
C=CCNc1nc2cc(-c3cccc(NC(C)=O)c3)sc2c(=O)n1C | -10 | 16 | 19 | -3 | -33 | -3 | -30 | -2 | -2 | . | 10
Cc1ccc(S(=O)(=O)N2CCOCC2)cc1C(=O)Nc1cc(S(=O)(=O)N2CCCCC2)ccc1O | 15 | -17 | 4 | -4 | -4 | 5 | -12 | 34 | 1 | -5 | -9
CNC[C@H](O)c1cccc(O)c1 | 2 | 11 | -3 | 10 | -63 | -75 | 18 | 9 | -26 | -32 | 2
COc1ccccc1C(=O)C1CCCN(C(=O)CN2CCCCC2=O)C1 (stereo not drawn) | 4 | -4 | 11 | -14 | -4 | -11 | -46 | -4 | -16 | -7 | 8
CC(C)c1ccc(NC2CCCN(C(=O)CCc3cn[nH]c3)C2)cc1 (stereo not drawn) | 25 | -1 | -24 | 2 | 1 | 8 | -2 | 4 | 8 | 23 | -3
COc1ccc(CNC(=O)C2(C)Cc3c(-c4cccc(C(N)=O)c4)ccnc3O2)cc1OC (stereo not drawn) | -14 | 19 | -4 | 3 | -10 | -22 | -8 | 4 | -16 | . | -11
COc1ccc(CC(=O)Nc2nc3ccc(F)cc3s2)cc1S(=O)(=O)N1CCOCC1 | -1 | -11 | 20 | 18 | 5 | -9 | -13 | -11 | -19 | -2 | 3

One compound at a time (already shown):
O=C(CSc1ccccc1)Nc1ccc2c(c1)OCCO2 in the list: KKLEB tox: -12; NR5A2 inv ag: -148; CF NFkB block: -4; TWEAK-Fn14 inh: 26; COUP-TFII inh: -41; SRC2 inh: -68; TROY NFkB inh: -50; SRC3 inh: -90; SRC1 inh: -95; LMP1 NFkB inh: 16; C8 TRAIL sens: 40
O=C(CCSCCc1ccccn1)Nc1ccc(Br)cn1 in the list: KKLEB tox: -19; NR5A2 inv ag: -27; CF NFkB block: 7; TWEAK-Fn14 inh: 0; COUP-TFII inh: -9; SRC2 inh: -15; TROY NFkB inh: 3; SRC3 inh: -5; SRC1 inh: 13; LMP1 NFkB inh: -14; C8 TRAIL sens: -7
